Screening results as filed in PubChem.
USP2a inh = blocks human ubiquitin-specific protease USP2a | Potency, µM (series often up to 38.3 µM), without a hit: top-dose activity change, negative = inhibition, usual class: inhibitors | 330,000 tested, 0.01% active | USP2 core, Ub-CHOP2 coupled fluorogenic reporter, 485/531;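 note: potency is the fitted concentration of half-maximal effect; plate controls were DMSO wells for no effect and full inhibition by NEM control for full effect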
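Cell-free coupled assay: 10nM USP2 core preincubated 30min RT with compound in Tris-HCl pH 8.0/CaCl2/CHAPS buffer, then 25nM Ub-CHOP2 and 25nM reporter substrate; fluorescence (Ex 485/Em 531) read after 60min RT, normalized to NEM inhibition, concentration-response curves fitted.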
ELG1 genotox = inducers of genotoxicity in HEK293T ELG1-luciferase cells. HEK293T ELG1-luciferase reporter, luminescence, 16 h. Potency, µM (titrated, usually from 46 µM), inactives show top-dose activity change, positive = activation, usual class: activators. 330,000 tested, 1.3% active. AID 504466; note: potency is the fitted concentration of half-maximal effect; % of control where 0% means no effect; nearly all actives have a fitted effect of over 60% in size
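16 hr compound incubation (37 °C, 5% CO2) of HEK293T cells carrying luciferase-tagged ELG1; luciferase then measured by ONE-Glo luminescence after 30 min at RT.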
p53 reactivation = restores transcriptional activity of mutant p53 | AID 504706 | 320,000 tested, 0.063% active | H1299 p53-A138V BP100-luciferase reporter, luminescence, 24 h | Potency, µM (series often up to 92.2 µM), without a hit: top-dose activity change, positive = activation, most hits filed as activators; note: potency is the fitted concentration of half-maximal effect; % of control where 0% means no effect; nearly all actives have a fitted effect of over 45% in size
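H1299 (p53-null), stable ts p53-A138V + BP100-Luc; 1000 cells/well, Opti-MEM/10% FBS; cpd 4 pt, 1:5; 24 h, 37 deg C, 5% CO2; detection reagent 10 min RT; luminescence.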
Eya2 phos inh = blocks the phosphatase activity of human Eya2 | O00167 | recombinant Eya2, OMFP fluorescence dephosphorylation (OMFP is methylfluorescein phosphate) | Potency, µM (titrated, usually from 76.9 µM), for inactives: at the top dose activity, negative = inhibition, hits mostly inhibitors | 330,000 tested, 0.006% active; note: potency is the fitted concentration of half-maximal effect; % is set by controls: 0 for no effect and ±100 for the full control effect
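Eya2 (0.2 uM) preincubated 10 min at ambient with compound, then OMFP substrate added at 50 uM; 10 min reaction in 50 mM HEPES pH 7.5, 50 mM NaCl, 5 uM MgCl2, 0.05% BSA, 1 mM DTT. Fluorescence read at Ex 485/Em 525 nm.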
BRCA1 expr up = activators of BRCA1 expression; MCF7-BRCA1-FFLuc reporter, luminescence, 48 h; response scale: scaled: vehicle 0%, 10 µM genistein 100%; Potency, µM (top dose mostly 46.1 µM), without a hit: at the top dose activation, usual class: activators; 380,000 tested, 1.1% active; note: potency is the fitted concentration of half-maximal effect; nearly all actives have a fitted effect of over 80% in size; some results filed as inactive show a strong effect at the top dose
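Quantitative HTS in MCF7 cells stably reporting BRCA1 expression via firefly luciferase. Compound treatment lasts 48 h at 37 °C in phenol-red free MEM. Activation is expressed relative to genistein at 10 microM and DMSO.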
a7 integrin act = activators of alpha7 integrin expression for muscular dystrophy | AID 624291 | Potency, µM (top dose mostly 38.3 µM), for inactives: top-dose activation, usual class: activators | alpha7betagal myoblasts, beta-gal FDG fluorescence, 48 h | 350,000 tested, 0.064% active;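 note: potency is the fitted concentration of half-maximal effect; 100% = response of the positive control SU9516; nearly all actives have a fitted effect of over 60% in size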
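Alpha7betagal+/- myoblasts (passage 13) were plated 16-24 hr, then exposed to compounds (1:260 dilution of DMSO stock) for 48 hours at 37C. After MPER lysis, β-galactosidase reporter activity was read as FDG fluorescence (ex 480/em 540) after 30 minutes.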
TRPV1 ag = activates the human vanilloid receptor TRPV1 | Q8NER1 | TRPV1-expressing cells, Fluo-8 calcium influx, agonist mode | activation, % at 8.33 µM | 320,000 tested, 0.19% active; in the data active = activation above about 80%; inconclusive = between about 30% and that limit; note: 0% is about no effect
Target sequence (Q8NER1 whole entry, looked up): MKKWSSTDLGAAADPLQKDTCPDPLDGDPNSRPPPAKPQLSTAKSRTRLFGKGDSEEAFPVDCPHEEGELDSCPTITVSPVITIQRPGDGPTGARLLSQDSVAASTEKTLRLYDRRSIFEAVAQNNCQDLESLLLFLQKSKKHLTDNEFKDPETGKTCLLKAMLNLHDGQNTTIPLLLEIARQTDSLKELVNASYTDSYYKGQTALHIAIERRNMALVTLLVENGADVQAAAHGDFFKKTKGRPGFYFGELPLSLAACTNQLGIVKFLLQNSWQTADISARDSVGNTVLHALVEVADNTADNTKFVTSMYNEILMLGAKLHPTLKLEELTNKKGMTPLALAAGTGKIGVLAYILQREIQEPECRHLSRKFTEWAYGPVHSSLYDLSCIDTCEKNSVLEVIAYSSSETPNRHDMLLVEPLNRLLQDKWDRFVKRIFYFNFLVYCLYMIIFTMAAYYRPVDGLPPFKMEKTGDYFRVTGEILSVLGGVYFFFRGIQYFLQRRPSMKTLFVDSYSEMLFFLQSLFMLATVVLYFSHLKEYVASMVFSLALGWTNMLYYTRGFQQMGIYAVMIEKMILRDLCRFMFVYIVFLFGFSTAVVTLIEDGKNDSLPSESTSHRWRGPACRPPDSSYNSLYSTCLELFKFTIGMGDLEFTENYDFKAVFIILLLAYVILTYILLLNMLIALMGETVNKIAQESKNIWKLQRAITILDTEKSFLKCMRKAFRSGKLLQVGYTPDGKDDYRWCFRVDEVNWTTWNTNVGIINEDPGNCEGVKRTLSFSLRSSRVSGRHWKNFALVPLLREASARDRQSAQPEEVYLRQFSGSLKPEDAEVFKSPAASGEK
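TRPV1-expressing cells were cultured overnight at 35.5C and loaded with Fluo-8 calcium dye for 40 to 90 min at room temperature. After a 10 s baseline, compound was added and calcium influx was read kinetically for 3 min (ex 480/em 520 nm).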
PTAP TSG101 blk = blocks PTAP/TSG101 interaction to inhibit HIV-1 budding; Q99816; Fluorescence polarization, FITC-PTAP peptide / Tsg101 binding; Potency, µM (series often up to 115 µM), without a hit: at the highest dose activity change, negative = inhibition, actives largely listed as inhibitors; 340,000 tested, under 10 active; active = well fitted inhibition curve with a large enough effect in the main read-out, with a control signal flat, not every such curve was filed as active; inconclusive = small, poorly fitted or top-dose-only effect, or effect the other way, or a change in a side signal; inactive = no such curve, though single readings can be large or run the other way; note: potency is the fitted concentration of half-maximal effect; % of control where 0% means no effect
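Tsg101 binding domain (10 uM final) was mixed with compound and a FITC-labeled PTAP peptide (50 nM final) in HEPES pH 7.5 buffer with NaCl, Tween 20, EDTA and TCEP; fluorescence polarization was read after 20 min at r.t.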
uPA surface inh = blocks generation of uPA at the cell surface | AID 540303 | cell surface uPA generation assay, qHTS | Potency, µM (titrated, usually from 38.3 µM), without a hit: top-dose activity change, negative = inhibition, usual class: inhibitors | 330,000 tested, 0.31% active; active = well fitted inhibition curve with a large enough effect; inconclusive = small, poorly fitted or top-dose-only effect; inactive = no such curve, though single readings can be large or run the other way; tested in mouse RAW 264.7 cells; note: potency is the fitted concentration of half-maximal effect; % is set by controls: 0 for no effect and ±100 for the full control effect; nearly all actives have a fitted effect of over 55% in size
B2AR arrestin = agonists driving beta-arrestin recruitment to human beta2-adrenergic receptor; Potency, µM (doses to about 46.1 µM), for the others: at the top dose activation, hits mostly activators; beta-arrestin recruitment to beta2AR, cell-based reporter; AID 492947; 330,000 tested, 0.02% active;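 note: potency is the fitted concentration of half-maximal effect; 0% = DMSO controls and full agonism = EC100 isoproterenol or metaproterenol; nearly all actives have a fitted effect of over 65% in size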
S-ASM inh = inhibitors of human secretory acid sphingomyelinase; 340,000 tested, 0.006% active; placental ASM, HMU-PC fluorogenic substrate, 60 min; Potency, µM (highest dose often 57.5 µM), for the others: at the top dose activity change, negative = inhibition, most hits filed as inhibitors; P17405; note: potency is the fitted concentration of half-maximal effect
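Steps: dispense placental human ASM, pin compound, wait 10 min at room temperature, add HMU-PC0 substrate at 9 uM final, incubate 60 min at 37 °C, add stop solution raising pH to 10, read fluorescence.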
* marks the source's active call; other numbers are inactive results; ? = inconclusive; . = no result given; [ ] = remark or other dose. Unless noted, calls come from the whole dose curve; as a rule, active = well fitted curve in the direction sought with a large enough effect; inconclusive = small, poorly fitted or top-dose-only effect, or another doubt; inactive = no such curve, though single readings can be large; an effect the other way counts as inactive or inconclusive.

compound	USP2a inh	ELG1 genotox	p53 reactivation	Eya2 phos inh	BRCA1 expr up	a7 integrin act	TRPV1 ag	PTAP TSG101 blk	uPA surface inh	B2AR arrestin	S-ASM inh
CCOC(=O)c1cncc(NC(=O)c2ccccc2)c1	4%	-3%	-3%	13%	9%	-18%	9	-9%	-2%	0.2%	-2%
COC(=O)c1c(NC(=O)Cc2cccs2)sc2c1CCCC2	9%	?	10%	-1%	27%	-2%	5	-1%	-2%	-0.1%	-16%
Cc1noc(C)c1S(=O)(=O)NCCCN1CCN(Cc2ccccc2)CC1	3%	-2%	4%	7%	.	.	-2	.	.	0.0%	.
CCN1C(=O)C2(C(C#N)=C(N)Oc3n[nH]c(-c4ccccc4)c32)c2ccccc21 (stereo not given)	3%	0%	-2%	5%	-1%	-16%	1	-1%	-3%	-0.1%	0%
COc1cccc(CN2CCCN(S(=O)(=O)c3ccc(Br)cc3)CC2)c1	-5%	1%	14%	12%	3%	13%	14	-1%	-5%	0.2%	2%
Cc1ccc(CN=Cc2[nH]c3ccc(Br)c(Cl)c3c2O)cc1	1%	-3%	3%	2%	-28%	-53%[inhibitor]	-1	7%	-2%	3.3%	-14%
CCN1CCN(Cc2c3ccccc3cc3ccccc23)CC1	1%	-6%	9%	1%	-7%	-45%	-2	-1%	1%	-0.8%	40%[activator]
Cn1c(CN2CCOCC2)nnc1SCC(=O)Nc1ccc2c(c1)OCCO2	3%	7%	2%	2%	17%	-14%[7.66 µM]	0	-5%	.	-0.4%	2%
COc1cc(OC)cc(C(=O)Nc2ccc(-c3nc4ccccc4o3)cc2)c1	-3%	-5%	-13%	-15%	0%	14%	-1	0%	3%	0.4%	32%
CC(C)Nc1nc(NC(C)C)nc(Oc2ccc(OCc3ccccc3)nn2)n1	0%	6%	-3%	-2%	-20%	-2%	1	-2%	0%	-0.6%	-3%
CSCCC(NC(=O)c1ccccc1)C(=O)NNC(=O)c1ccccc1 (stereo not given)	0%	3%	0%	0%	18%	-2%	.	-3%	-23%	-0.2%	1%
O=C(NCc1ccco1)C(c1ccccc1)N(CC1CCCO1)C(=O)Cn1nnc2ccccc21 (stereo not given)	1%	0%	5%	4%	-24%	-1%	-2	-3%	10%	-0.9%	-1%
O=C(Nc1cccnc1)c1sc2cccc(F)c2c1Cl	0%	-3%	10%	4%	-30%	39%	?	-7%	-11%	-0.4%	11%
CC(C)(C)NC(=S)N/N=C/c1c(Cl)cccc1Cl	-1%	0%	1%	5%	-4%	?	-3	0%	-4%	-0.1%	-4%
C=CCn1c(SCC(=O)Nc2sccc2C(N)=O)nc2sc(CC)cc2c1=O	1%	-6%	-5%	-20%	-74%	-53%[inhibitor]	3	1%	-19%	6.6%	-9%
C=CCSc1nc2sc(C)c(C)c2c(=O)[nH]1	-2%	9%	0%	-7%	20%	5%	0	-3%	-13%	-0.8%	0%
FC(F)(F)c1nnc2ccc(N3CCCCC3)nn12	.	.	.	.	-4%	?	.	-6%	2%	.	3%
COc1ccc(NC(=O)c2oc3ccccc3c2C)cn1	-1%	2%	-2%	-6%	57%	?	-4	-5%	0%	0.3%	-3%
COC(=O)c1ccc(/C=C2\N=C(SC)SC2=O)cc1	-7%	0%	12%	-3%	-3%	11%	-1	-2%	2%	-0.7%	8%
O=C(c1cc(C2CC2)on1)N1CCOCC1	5%	2%	0%	-3%	2%	13%	.	2%	2%	0.3%	6%
COc1ccc(OC)c(NC(=O)COC(=O)c2ccc(OC)c(S(=O)(=O)N3CCCC3)c2)c1	0%	-3%	14%	5%	-10%	16%	2	-9%	0%	-0.2%	-3%
CCCc1nc2ccccc2c(=O)n1NC(=O)c1c(O)c2cccc3c2n(c1=O)CCC3	2%	-2%	-8%	-13%	2%	-6%	2	-11%	5%	0.1%	-1%
CC(C)(C)OC(=O)C(C(=O)OC(C)(C)C)c1ccc(Cl)nn1	9%	-1%	1%	-7%	14%	21%	4	0%	6%	-0.3%	-3%
C#CCOc1c(Cl)cc(/C=N/O)cc1OC	-8%	-4%	-13%	4%	?	23%	-4	-2%	0%	-0.4%	1%
Fc1ccc(-n2nnc(-c3cccnc3Cl)n2)cc1	1%	5.8µM*	?	7%	?	14%	3	.	?	-0.7%	4%
CN1CCN(S(=O)(=O)c2ccc(NC(=O)c3ccc(Br)o3)cc2)CC1	4%	2%	7%	1%	5%	-10%	15	-1%	.	0.1%	6%
CCOC(=O)C1=CN(Cc2cccc(F)c2)S(=O)(=O)NC1c1ccc(F)c(Cl)c1 (stereo not given)	-16%	-1%	.	-4%	-27%	-9%	.	0%	9%	-0.6%	-7%
O=C(COc1ccccc1F)Nc1ccc(S(=O)(=O)Nc2nccs2)cc1	1%	-5%	1%	-1%	-8%	3%	4	1%	-1%	0.1%	-5%
O=C(NCc1ccco1)NC12CC3CC(CC(C3)C1)C2	2%	-1%	-3%	1%	-31%	7%	4	-4%	2%	-0.3%	5%
COC(=O)c1ccc(CSc2ncn[nH]2)o1	0%	-1%	?	6%	-8%	13%	-3	-7%	-8%	-0.5%	4%
CCOCCCNC(=O)c1cn(C)c2ccc(S(=O)(=O)N3CCCCC3)cc2c1=O	0%	0%	0%	6%	0%	21%	2	-13%	6%	-0.5%	0%
COc1ccccc1N1C(=O)C2C(C(=O)c3ccccc3)=NN(c3ccccc3OC)C2C1=O (stereo not given)	0%	0%	2%	18%	-20%	36%	15	?	-1%	-0.6%	-10%
COc1ccc(C2CC(=O)c3cc(OC)c(OC)cc32)cc1OC (stereo not given)	0%	3%	-1%	8%	-9%	3%	-4	-6%	-9%	-0.3%	3%
CCC(C)(C)C(=O)Nc1cc([N+](=O)[O-])ccc1Cl	1%	0%	0%	-5%	-15%	4%	-1	-1%	3%	-0.5%	3%
Cn1c(=O)c2c(nc(NCc3ccc4c(c3)OCO4)n2Cc2ccccc2)n(C)c1=O	-2%	-10%	-22%	-10%	-70%	-28%	0	-5%	-14%	-0.3%	-9%
Cc1ccc(S(=O)(=O)NC(C)(C)CN2CCCCC2)cc1	-1%	0%	.	5%	0%	20%	3	0%	13%	0.4%	0%
CCC(C)NC(=O)CSc1n[nH]c(=O)n1CCc1ccccc1 (stereo not given)	1%	0%	1%	-2%	-9%	-29%	2	-4%	0%	0.0%	0%
O=C(CN1C(=O)c2cccc3cccc1c23)Nc1ccc(S(=O)(=O)Nc2nccs2)cc1	-8%	2%	-1%	11%	5%[1.84 µM]	18%	-5	1%	5%	0.0%	13%
COCC(=O)Nc1cccc2ccccc12	-4%	-2%	14%	9%	2%	-24%	.	1%	-11%	0.2%	6%
Clc1ccc(CSc2nnc(-c3ccccn3)n2Cc2ccco2)c(Cl)c1	-17%	-22%	-16%	3%	-55%	-12%	-6	-1%	.	2.9%	-6%
Cc1ccc(S(=O)(=O)N2CCOCC2)cc1NC(=O)COC(=O)c1cnc(Cl)c(Cl)c1	0%	7%	4%	18%	-17%	-11%	1	-1%	-1%	-0.4%	-2%
Cn1cccc1Cc1nnc(SCC(=O)N2CCN(c3ccccc3)CC2)n1-c1ccc(F)cc1	-1%	0%	-15%	-2%	12%	-14%	1	0%	-1%	-0.2%	-1%
CCCN(C(=O)Cc1csc(-c2ccccc2)n1)C1CCS(=O)(=O)C1 (stereo not given)	1%	2%	9%	-10%	-8%	17%	0	0%	7%	0.0%	-1%
C=CCNC(=S)NNC(=O)c1ccc(OCCC)cc1	0%	4%	10%	2%	30%	-34%	-1	-3%	-5%	-1.1%	-1%
COCCNC(=O)c1cc(-c2ccccc2)n(Cc2cc(C)no2)n1	1%	-5%	8%	3%	-1%	16%	-3	-1%	10%	-0.3%	-3%
CCc1nnc(NC(=O)CSc2nnc(-c3ccccc3OC)n2-c2ccccc2)s1	-3%	-7%	-9%	8%	-25%	16%	0	0%	0%	-0.5%	4%
CCC(C)NCCCOc1ccc(C)cc1OC (stereo not given)	2%	-1%	-5%	-1%	-14%	-4%	-2	-2%	2%	0.1%	2%
